Bioassay records (PubChem)
KCNH2 WT inh – blocks the wildtype human KCNH2 potassium channel | AID 720551 | U2OS, BacMam KCNH2, thallium flux FluxOr; stronger effect = lower value | 0.37% of 340,000 active | activity change, % at 1.84 µM;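 active means maximum activity change below -70%; inconclusive means maximum activity change between -70% and -50%; inactive means maximum activity change above -50%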; further: on the % scale 0 is the no-effect control and ±100 the full control effect
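U2OS cells transduced with wild-type KCNH2 virus are loaded with FluxOr dye for 45 min, and thallium flux is measured in kinetic reads before and after stimulation buffer. Rate constants are normalized to DMSO controls.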
Coupling enz – inhibits coupling enzyme system, counter-screen for aldolase hits; activity change, negative = inhibition, % at 58.2 µM, hits read low; coupling enzyme system counterscreen, AmpLite Red fluorescence; 0.67% of 290,000 active; in the data active means activity change below about -30%; further: on the % scale 0 is the no-effect control and ±100 the full control effect
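First, compound is pin-transferred into glyceraldehyde-3-phosphate coupling-enzyme reagent at 57.5 uM final and held 10 min at RT. Next, substrate, coupling system and AmpLite Red are added. After 20 min RT, fluorescence (525/598 nm) is read.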
B2AR arrestin – recruits beta-arrestin to the human beta2-adrenergic receptor. beta-arrestin recruitment to beta2AR, cell-based reporter. Potency, µM (top dose mostly 46.1 µM), for the others: top-dose activation, most hits filed as activators. 0.02% of 330,000 active. AID 492947;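 further: potency means the concentration at half of the fitted maximal effect; 0% = DMSO controls and full agonism = EC100 isoproterenol or metaproterenol; nearly all actives have a fitted effect of over 65% in size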
GALK inh – galactokinase (human) inhibition; Purified GALK, Kinase-Glo residual ATP luminescence; 0.007% of 270,000 active; Potency, µM (highest dose often 57.5 µM), inactives show at the top dose activity change, negative = inhibition, hits mostly inhibitors; further: potency means the concentration at half of the fitted maximal effect; on the % scale 0 is the no-effect control and ±100 the full control effect
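Human GALK (5 nM) with 35 uM ATP and 100 uM galactose in 20 mM HEPES pH 8.0, 5 mM MgCl2, 60 mM NaCl, 1 mM DTT, 0.01% BSA. After 1 h at room temperature, leftover ATP was read by Kinase-Glo Plus luminescence.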
USP2a inh – USP2a (human) protease inhibition; O75604; USP2 core, Ub-CHOP2 coupled fluorogenic reporter, 485/531; Potency, µM (highest dose often 38.3 µM), inactives show at the highest dose activity change, negative = inhibition, hits mostly inhibitors; 0.01% of 330,000 active; AID 463254;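 further: potency means the concentration at half of the fitted maximal effect; plate controls were DMSO wells for no effect and full inhibition by NEM control for full effect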
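USP2 core (10nM final) preincubated 30min RT with compound in 20mM Tris-HCl pH 8.0, 2mM CaCl2, 2mM beta-mercaptoethanol, 0.05% CHAPS; 25nM Ub-CHOP2 plus 25nM reporter substrate added, fluorescence (Ex485/Em531) read after 60min.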
Giardia killer – kills Giardia lamblia | Giardia lamblia trophozoite viability | activity change, % at 7.66 µM, hits read low | 0.15% of 340,000 active | AID 540267; in the data active means activity change below about -80%; inconclusive means between about -30% and that limit;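 further: parasites exposed to compound for two days anaerobically before the ATP read; on the % scale 0 is the no-effect control and ±100 the full control effect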
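Luminescent ATP signal served as the viability read-out, measured 15-30 min after adding ATP detection reagent to trophozoites that had been incubated with compounds for 48 hrs at 37 deg C anaerobically at 100 cells/well.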
KCNH2 3.1 block – inhibitors of human KCNH2 3.1 potassium channel isoform. U2OS KCNH2 3.1, thallium flux FluxOr; stronger effect = lower value. activity change, % (tested at about 1.8 µM). 0.95% of 340,000 active;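 active means maximum activity change below -70%; inconclusive means maximum activity change from -70% to -50%; inactive means maximum activity change above -50%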;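 further: thallium influx rate constant from kinetic fluorescence after stimulation buffer; on the % scale 0 is the no-effect control and ±100 the full control effect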
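Normalized rate constant (relative to positive and negative DMSO controls) derived from a 2 min kinetic fluorescence read after stimulation; U2OS cells expressing the 3.1 isoform via virus at 1.77 x 10^8 /mL.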
Menin-MLL TR inh – menin-MLL binding inhibition, Texas Red mutant peptide | Menin + Texas Red MLL mutant peptide, fluorescence polarization | Potency, µM (series often up to 61.6 µM), for the others: at the highest dose FP activity change, negative = inhibition, usual class: inhibitors | 0.23% of 270,000 active | AID 1768; active means well fitted inhibition curve with a large enough effect in the polarisation, with a control signal flat, not every such curve was filed as active; inconclusive means small, poorly fitted or top-dose-only effect, or effect the other way, or a change in a side signal; inactive means no such curve, though single readings can be large or run the other way; the % refers to the polarisation; further: potency means the concentration at half of the fitted maximal effect; % of control where 0% means no effect; many of its hits are not listed in these tables
MLL CXXC-DNA inh – inhibitors of human MLL CXXC domain-DNA interaction; Q03164; MLL-CXXC / FITC-HOXA9 DNA fluorescence polarization; Potency, µM (doses to about 115 µM), without a hit: at the highest dose activity change, negative = inhibition, usual class: inhibitors; 0.037% of 290,000 active; AID 2662; active means well fitted inhibition curve with a large enough effect in the polarisation, with a control signal flat, not every such curve was filed as active; inconclusive means small, poorly fitted or top-dose-only effect, or effect the other way, or a change in a side signal; inactive means no such curve, though single readings can be large or run the other way; the % refers to the polarisation; further: potency means the concentration at half of the fitted maximal effect
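Steps: dispense CXXC domain solution (7 uM) → pin compounds or unlabeled HOX-A9 DNA control → 5 min ambient → add FLSN-HOX-A9 solution (50 nM) → spin → 30 min ambient → fluorescence polarization. Tris pH 7.5/NaCl/DTT/BSA buffer.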
PKM2 activator – PKM2 (human) enzyme activation; 0.34% of 260,000 active; AID 1631; purified PKM2, Kinase-Glo ATP luminescence, activation; response scale: 0% is enzyme alone, no compound; P14618; Potency, µM (titrated, usually from 57.5 µM), for the others: at the top dose activation, usual class: activators; further: potency means the concentration at half of the fitted maximal effect; on the % scale 0 is the no-effect control and ±100 the full control effect; nearly all actives have a fitted effect of over 55% in size
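Purified hPK-M2 (>95%) run at intermediate activity with 0.1 mM ADP and 0.5 mM PEP in 50 mM imidazole pH 7.2, KCl, MgCl2; 1 h room temperature. ATP formed read by Kinase-Glo luminescence; normalized to uninhibited and no-enzyme controls.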
TRPV1 ag – activates the human vanilloid receptor TRPV1. 0.19% of 320,000 active. TRPV1-expressing cells, Fluo-8 calcium influx, agonist mode. activation, % at 8.33 µM; in the data active means activation above about 80%; inconclusive means between about 30% and that limit; further: 0% is about no effect
Target sequence (Q8NER1 whole entry, looked up): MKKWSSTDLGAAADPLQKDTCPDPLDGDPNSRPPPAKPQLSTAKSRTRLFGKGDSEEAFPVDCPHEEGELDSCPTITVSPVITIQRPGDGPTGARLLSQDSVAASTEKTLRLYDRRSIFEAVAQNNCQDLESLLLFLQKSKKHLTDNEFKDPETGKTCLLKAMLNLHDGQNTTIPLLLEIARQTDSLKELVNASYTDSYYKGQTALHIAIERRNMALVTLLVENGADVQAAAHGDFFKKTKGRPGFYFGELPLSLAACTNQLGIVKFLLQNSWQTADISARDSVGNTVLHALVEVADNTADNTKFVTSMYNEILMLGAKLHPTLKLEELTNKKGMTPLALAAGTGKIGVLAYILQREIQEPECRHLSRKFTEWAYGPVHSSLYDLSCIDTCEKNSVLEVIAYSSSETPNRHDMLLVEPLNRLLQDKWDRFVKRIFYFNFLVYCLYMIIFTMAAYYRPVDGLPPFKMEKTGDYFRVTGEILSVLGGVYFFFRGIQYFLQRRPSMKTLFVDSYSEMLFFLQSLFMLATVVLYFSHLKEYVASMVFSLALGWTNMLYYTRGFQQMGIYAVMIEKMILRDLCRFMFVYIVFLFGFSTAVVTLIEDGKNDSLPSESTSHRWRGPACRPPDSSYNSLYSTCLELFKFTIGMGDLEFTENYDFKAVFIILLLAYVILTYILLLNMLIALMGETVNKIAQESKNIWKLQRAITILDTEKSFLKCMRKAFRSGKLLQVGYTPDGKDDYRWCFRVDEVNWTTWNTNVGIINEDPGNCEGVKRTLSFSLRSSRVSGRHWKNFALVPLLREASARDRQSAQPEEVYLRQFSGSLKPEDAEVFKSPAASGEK
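Cells expressing TRPV1 were dye-loaded with Fluo-8 and read kinetically: 10 s baseline, 3 min after compound (agonist portion), then 2 min after EC20 capsaicin (allosteric enhancer portion). Calcium-bound dye fluorescence at 480/520 nm.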
Active calls of the source: *; ? = inconclusive; . = not tested or not shown; & = joins results of further samples; [ ] = another dose, or the depositor's remark. Unless noted, the call rests on the fitted dose curve; in most records, active means well fitted curve in the direction sought with a large enough effect; inconclusive means small, poorly fitted or top-dose-only effect, or another doubt; inactive means no such curve, though single readings can be large; an effect the other way counts as inactive or inconclusive.

1) CCc1ccc(N(CC(=O)NCc2ccc(OC)cc2)C(=O)CCC(=O)Nc2ccccn2)cc1
2) COc1ccccc1CN1C(=O)CN(C2CCCC2)C(=O)C1c1ccc(F)cc1 (stereo not given)
3) COc1cccc(C(=O)NC(=S)Nc2ccccc2N2CCCCC2)c1
4) CC(C)(C)NC(=O)C1CCC(C)(C(=O)O)C1(C)C (stereo not given)
5) CC1=C(C(=O)Nc2ccccc2)C(c2ccco2)C(C#N)=C(SCC(=O)OC(C)C)N1 (stereo not given)
compound no.	1	2	3	4	5
KCNH2 WT inh	-9.4	1.3	-14.5	-15.6	-15.2
Coupling enz	-1.0	3.2	-0.1	0.0	0.9
B2AR arrestin	-1.0%	-0.2%	?	-0.2%	0.1%
GALK inh	16.4%	0.4%	-2.0%	-1.7%	7.2%
USP2a inh	0.2%	-2.4%	0.8%	-1.1%	-6.7%
Giardia killer	2.4	-9.2	-8.5	-6.5	9.7
KCNH2 3.1 block	-24.4	16.1	1.1	3.4	-15.3
Menin-MLL TR inh	-11.1%	9.3%	40.7%[activator]	11.5%	-1.1%
MLL CXXC-DNA inh	0.5%	3.5%	-20.5%	0.2%	4.9%
PKM2 activator	0.6%	-2.2%	0.6%	16.8%	2.1%
TRPV1 ag	-0.4	?	23.7	-0.3	0.7

6) O=C(CSc1ccccc1C(=O)O)c1ccc([N+](=O)[O-])cc1
7) CNC(=S)N(Cc1cc2ccc(OC)cc2[nH]c1=O)CC1CCCO1 (stereo not given)
8) CC(=O)OC(C)(CCC(C)(OC(C)=O)C(C)=O)C(C)=O (stereo not given)
9) NC(=O)c1sc2nc(-c3ccccc3)ccc2c1N
10) Cc1ccc(-n2ccc(=O)c(C(=O)Nc3ccc(S(=O)(=O)N4CCOCC4)cc3)n2)cc1
compound no.	6	7	8	9	10
KCNH2 WT inh	.	-16.0	7.2	-10.6	2.9
Coupling enz	-5.1	1.9	3.1	0.1	0.6
B2AR arrestin	-0.9%	0.5%	-0.9%	-0.9%	-0.1%
GALK inh	3.1%	3.6%	4.2%	4.3%	-2.8%
USP2a inh	-5.6%	3.3%	3.1%	-0.4%	2.7%
Giardia killer	5.6	-4.7	-7.0	0.4	-10.3
KCNH2 3.1 block	-17.0	1.2	3.1	-3.3	0.5
Menin-MLL TR inh	?	0.2%	-2.3%	-22.4%	?
MLL CXXC-DNA inh	5.5%	-1.6%	9.1%	1.9%	-0.9%
PKM2 activator	20.2%	8.8%	-5.1%	-2.6%	-0.4%[0.46 µM]
TRPV1 ag	3.2	1.6	-3.1	-0.1	-1.7

11) CNC(=O)CN(c1cc(C)ccc1C)S(C)(=O)=O
12) Cc1sc2ncn(CC(=O)N3CCC(C(N)=O)CC3)c(=O)c2c1S(=O)(=O)N1CC(C)CC(C)C1 (stereo not given)
13) CCOC(=O)c1c(NC(=O)c2noc3c2CCCC3)sc(C)c1C
14) O=C(COC(=O)c1ccccc1[N+](=O)[O-])NNC(=O)c1cccs1
15) O=C(NCc1ccccc1)C12CN(Cc3ccccc3)CC1C(c1cccc([N+](=O)[O-])c1)=NO2 (stereo not given)
compound no.	11	12	13	14	15
KCNH2 WT inh	-5.6	-8.1	.	-5.9	-31.8
Coupling enz	0.3	3.0	-1.1	2.1	-1.5
B2AR arrestin	-0.6%	-1.1%	0.1%	-0.5%	0.2%
GALK inh	0.9%	6.5%	0.6%	-2.8%	4.6%
USP2a inh	-0.9%	-0.9%	0.2%	2.4%	-0.9%
Giardia killer	-16.7	12.3	.	-3.6	23.4
KCNH2 3.1 block	0.7	-0.2	.	24.8	-15.4
Menin-MLL TR inh	2.8%	-19.8%	-1.2%	?	-7.9%
MLL CXXC-DNA inh	2.5%	-3.4%	-1.3%	-3.3%	21.7%
PKM2 activator	-0.4%	9.2%	-0.2%	0.2%	1.5%
TRPV1 ag	2.6	0.7	-1.4	-1.4	8.4

16) Cc1ccc(S(=O)(=O)NCC(=O)OCCOc2cccc(Cl)c2)cc1
17) Cc1ccc(N(CC(=O)NCC2CCCO2)C(=O)CCC(=O)Nc2ccccn2)cc1C (stereo not given)
18) COc1ccc2nc(SCc3cccnc3)c(C#N)cc2c1
19) O=C(CCNC(=O)c1ccc(Cl)cc1)NCC(c1ccco1)N1CCCCC1 (stereo not given)
20) O=C(CNC(=O)C12CC3CC(CC(C3)C1)C2)NC1=NCCS1
compound no.	16	17	18	19	20
KCNH2 WT inh	-2.1	-4.6	-2.1	8.3	-4.2
Coupling enz	.	-1.2	-0.3	.	4.1
B2AR arrestin	0.1%	-0.6%	-0.4%	-0.3%	-0.1%
GALK inh	.	0.0%	0.0%	.	-2.7%
USP2a inh	3.2%	-0.5%	3.3%	-7.6%	4.8%
Giardia killer	1.1	5.2	-20.5	3.7	-11.6
KCNH2 3.1 block	29.9	18.9	-6.7	12.5	1.7
Menin-MLL TR inh	.	-13.7%	0.2%	.	?
MLL CXXC-DNA inh	.	3.5%	20.2%	.	1.7%
PKM2 activator	.	0.9%	7.6%	.	3.5%
TRPV1 ag	2.0	7.2	-2.3	0.9	0.7

21) O=C1CC(N2CCN(S(=O)(=O)c3ccccc3F)CC2)C(=O)N1c1ccc(F)cc1F (stereo not given)
22) Cc1cc(C)c(C#N)c(SCCS(=O)(=O)Cc2ccccc2)n1
23) Cc1cc(C)c2cc(C=O)c(Cl)nc2c1
24) OC1c2cc(Br)ccc2N=C2CCCN21 (stereo not given)
25) O=[N+]([O-])c1cc([N+](=O)[O-])c(Oc2c(F)cccc2F)cc1NN1CCCCC1
compound no.	21	22	23	24	25
KCNH2 WT inh	-0.4	-6.0	3.7	0.3	0.7
Coupling enz	.	0.8	-3.5	-0.8	7.1
B2AR arrestin	-0.5%	-0.2%	0.0%	-0.8%	-1.1%
GALK inh	.	-5.9%	-2.9%	1.1%	.
USP2a inh	0.1%	0.6%	4.0%	0.1%	0.9%
Giardia killer	8.9	-8.4	-17.7	-1.3	6.4
KCNH2 3.1 block	-1.5	-7.4	.	-6.0	0.1
Menin-MLL TR inh	.	-9.5%	31.8%[activator]	-24.0%	13.5%
MLL CXXC-DNA inh	.	-4.0%	14.2%	18.5%	9.6%
PKM2 activator	.	6.6%	-5.5%	.	10.8%
TRPV1 ag	.	27.1	1.1	1.3	?

Entries from the list above with a cyano group:
5) CC1=C(C(=O)Nc2ccccc2)C(c2ccco2)C(C#N)=C(SCC(=O)OC(C)C)N1 (stereo not given)
18) COc1ccc2nc(SCc3cccnc3)c(C#N)cc2c1
22) Cc1cc(C)c(C#N)c(SCCS(=O)(=O)Cc2ccccc2)n1
compound no.	5	18	22
KCNH2 WT inh	-15.2	-2.1	-6.0
Coupling enz	0.9	-0.3	0.8
B2AR arrestin	0.1%	-0.4%	-0.2%
GALK inh	7.2%	0.0%	-5.9%
USP2a inh	-6.7%	3.3%	0.6%
Giardia killer	9.7	-20.5	-8.4
KCNH2 3.1 block	-15.3	-6.7	-7.4
Menin-MLL TR inh	-1.1%	0.2%	-9.5%
MLL CXXC-DNA inh	4.9%	20.2%	-4.0%
PKM2 activator	2.1%	7.6%	6.6%
TRPV1 ag	0.7	-2.3	27.1

Later entries.
26) COc1ccc(C(=O)Nc2nnc(SCC(=O)NCc3ccco3)s2)cc1OC
27) CCCCCCN(C(=O)CCCCCN1C(=O)NC(c2ccc(-c3ccccc3)cc2)C(C(=O)OCc2ccccc2)=C1C)C(C(=O)NCCCC)c1ccc(O)c(C(=O)OC)c1 (stereo not given)
28) CC(C)(C)N=C1C([N+](=O)[O-])=CC=C2C1=NC1(CCCCC1)N2O
29) C=CCN1C(=O)c2ccc(C(=O)OCC(=O)N3CCN(c4ccccc4)CC3)cc2C1=O
30) Cn1cc([N+](=O)[O-])c(C(=O)N/N=C/c2ccc([N+](=O)[O-])cc2)n1
compound no.	26	27	28	29	30
KCNH2 WT inh	-1.6	.	-0.6	-4.0	-0.6
Coupling enz	.	-1.2&-0.6	-46.0*	.	-1.4
B2AR arrestin	-1.6%	0.1%	-1.2%	-0.1%	-0.4%
GALK inh	-2.3%	-1.0%	3.4%	.	0.3%
USP2a inh	-5.3%	3.4%	1.5%	0.4%	1.9%
Giardia killer	-9.1	.	-3.2	-8.1	4.4
KCNH2 3.1 block	0.2	.	12.2	-19.9	-2.5
Menin-MLL TR inh	.	-25.4%	-19.5%	.	10.0%
MLL CXXC-DNA inh	?	-1.1%	3.4%	.	8.8%
PKM2 activator	-4.8%	-8.4%&-0.5%	-17.5%	.	-2.3%
TRPV1 ag	5.7	-1.0	23.9	0.9	-2.5

This is a subset, so the mix of outcomes need not match the whole.
